Assay outcomes deposited in PubChem BioAssay by National Center for Advancing Translational Sciences (NCATS).
Epigenetic derep: Quantitative High-Throughput Screen for Regulators of Epigenetic Control; murine LDR cells, GFP reporter derepression, 30 h; Potency, µM (titrated, usually from 53.9 µM), for inactives: at the highest dose GFP activation, usual class: activators; actives 0.2% (n = 280,000); also: potency is read from the fitted curve at half-maximal effect; % of control where 0% means no effect; nearly all actives have a fitted effect of over 60% in size
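Derepression of a silenced CMV-GFP reporter in murine LDR cells is scored by enumerating GFP-positive cells with a laser-scanning microplate cytometer after 30 hours of treatment at 37 C.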
HttQ103 aggreg: qHTS Multiplex Assay to Identify Dual Action Probes in a Cell Model of Huntington: Aggregate Formation (GFP). PC12 HttQ103-GFP aggregates, Acumen cytometry, 40 h. Potency, µM (doses to about 46.1 µM), inactives show at the top dose activity change, negative = inhibition, actives largely listed as inhibitors. actives 1.1% (n = 220,000); also: potency is read from the fitted curve at half-maximal effect; % is scaled to controls: 0 for no effect and ±100 for the full control effect; nearly all actives have a fitted effect of over 60% in size
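Steps: seed 1500 PC12 HTTQ103-GFP cells/well; add tebufenozide, 100 nM final; add compound titration; add ATPLite reagent; quantify GFP aggregates by laser scanning cytometry.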
Luc counter: Counterscreen for Luciferase (Kinase-Glo TM) Inhibition | Luciferin 4-monooxygenase (Photuris pensylvanica), Q27757 | Kinase-Glo luciferase, ATP luminescence, 8 min | Potency, µM (doses to about 38.3 µM), inactives show at the top dose activity change, negative = inhibition, actives largely listed as inhibitors | actives 0.28% (n = 200,000) | AID 1379, 2008; also: potency is read from the fitted curve at half-maximal effect; % is scaled to controls: 0 for no effect and ±100 for the full control effect; nearly all actives have a fitted effect of over 60% in size
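Light output from Kinase-Glo luciferase with luciferin and 10 uM ATP in 50 mM imidazole pH 7.2, KCl, MgCl2, Tween 20, BSA; compound pin-delivered, 8-min ambient incubation, then luminescence read.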
LMNA splice mod: qHTS Assay for Modulators of Lamin A Splicing; HeLa LMNA splicing GFP/RFP minigene ratio, 48 h; Potency, µM (top dose mostly 46.1 µM), inactives show at the highest dose ratio change, negative = inhibition, usual class: inhibitors; actives 0.01% (n = 200,000); AID 1487, 2009; active = well fitted inhibition curve with a large enough effect in the signal ratio, with a control signal flat, not every such curve was filed as active; inconclusive = small, poorly fitted or top-dose-only effect, or effect the other way, or a change in a side signal; the % refers to the signal ratio; also: potency is read from the fitted curve at half-maximal effect; % is scaled to controls: 0 for no effect and ±100 for the full control effect
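S3 HeLa cells stably expressing lamin A-EGFP splicing minigene plus DsRed2, 600 cells/well, 48 h compound exposure at 37C. Laser-scanning cytometry; analysed as GFP (500-530 nm)/RFP (575-640 nm) total intensity ratio; 0.5% DMSO vehicle.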
IMPase Li inh: qHTS Assay for Identifying the Cell-Membrane Permeable IMPase Inhibitors: Potentiation with Lithium | Potency, µM (titrated, usually from 59.4 µM), inactives show top-dose activity, negative = IMPase inhibition, hits mostly inhibitors | actives 0.35% (n = 210,000) | AID 1457, 2008 | CHO-M1 cells, IP1 TR-FRET (IP-One), carbachol + lithium;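 also: IP1 builds up when IMPase is blocked and the TR-FRET signal falls; potency is read from the fitted curve at half-maximal effect; plate controls were basal vehicle for no effect and high inhibitor control for full effect; nearly all actives have a fitted effect of over 50% in size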
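Test compounds were applied to CHO-M1 cells previously cultured for 16–30 h at 2000 per well. A small lithium amount accompanied them; after 30 min at 37C, IP1 was quantified by TR-FRET.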
NPSR antag: qHTS Assay for Antagonists of the Neuropeptide S Receptor: cAMP Signal Transduction | Q6W5P4 | CHO-NPSR cells, cAMP TR-FRET, antagonist mode | Potency, µM (titrated, usually from 38.3 µM), inactives show at the highest dose activity change, negative = inhibition, most hits filed as inhibitors | actives 1% (n = 220,000) | AID 1461, 2008; also: potency is read from the fitted curve at half-maximal effect; % is scaled to controls: 0 for no effect and ±100 for the full control effect; nearly all actives have a fitted effect of over 50% in size; many of its hits are not listed in these tables
Target sequence (Q6W5P4 whole entry, looked up): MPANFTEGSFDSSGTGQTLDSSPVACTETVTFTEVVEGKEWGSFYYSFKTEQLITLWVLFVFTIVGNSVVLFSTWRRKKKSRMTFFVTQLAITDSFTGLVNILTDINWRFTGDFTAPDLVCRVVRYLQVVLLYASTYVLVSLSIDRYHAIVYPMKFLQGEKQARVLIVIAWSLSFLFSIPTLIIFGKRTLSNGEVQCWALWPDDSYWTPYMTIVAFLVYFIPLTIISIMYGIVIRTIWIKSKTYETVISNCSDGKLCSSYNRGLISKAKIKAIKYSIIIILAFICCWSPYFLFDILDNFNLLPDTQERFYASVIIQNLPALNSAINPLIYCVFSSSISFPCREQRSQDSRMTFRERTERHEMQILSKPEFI
CBFb-RUNX1 inh: qHTS Assay for Compounds Blocking the Interaction Between CBF-beta and RUNX1 for the Treatment of Acute Myeloid Leukemia | 230,000 tested, under 10 active | Runt-related transcription factor 1 (Homo sapiens) + Core-binding factor subunit beta … | AlphaScreen CBFb-His/RUNX1-biotin binding, biochemical | Potency, µM (highest dose often 59.8 µM), for the others: top-dose activity, negative = inhibition, most hits filed as inhibitors; also: % of control where 0% means no effect
Target sequence (Q01196 whole entry, looked up): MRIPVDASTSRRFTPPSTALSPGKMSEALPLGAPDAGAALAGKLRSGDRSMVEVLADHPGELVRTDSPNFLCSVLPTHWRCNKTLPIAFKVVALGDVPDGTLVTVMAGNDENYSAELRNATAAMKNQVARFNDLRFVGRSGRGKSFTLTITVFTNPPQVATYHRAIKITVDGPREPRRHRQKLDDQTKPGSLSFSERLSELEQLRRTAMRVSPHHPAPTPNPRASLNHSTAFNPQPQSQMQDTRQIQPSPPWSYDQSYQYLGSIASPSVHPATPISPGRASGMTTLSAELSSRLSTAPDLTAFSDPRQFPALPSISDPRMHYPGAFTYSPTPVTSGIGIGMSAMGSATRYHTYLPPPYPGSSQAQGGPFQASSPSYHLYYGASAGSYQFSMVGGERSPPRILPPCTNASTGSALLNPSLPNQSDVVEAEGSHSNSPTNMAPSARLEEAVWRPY
Target sequence (Q13951 whole entry, looked up): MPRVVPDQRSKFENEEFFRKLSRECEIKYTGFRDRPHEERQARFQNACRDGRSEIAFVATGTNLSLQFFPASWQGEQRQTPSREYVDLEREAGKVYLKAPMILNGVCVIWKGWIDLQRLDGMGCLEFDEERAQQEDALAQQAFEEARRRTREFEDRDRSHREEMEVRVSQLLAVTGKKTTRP
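Read-out: AlphaScreen. Format: His-CBF-beta with biotinylated RUNX1 (30 nM each) preincubated 20 min, compound 15 min, Ni-chelate plus streptavidin beads 90 min; room temperature throughout.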
* = called active by the depositor; u = inconclusive; x = not tested or not shown; [ ] = another dose, or the depositor's remark. Unless noted, calls follow the shape of the dose curve; as a rule, active = well fitted curve in the direction sought with a large enough effect; inconclusive = small, poorly fitted or top-dose-only effect, or another doubt; inactive = no such curve, though single readings can be large; an effect the other way counts as inactive or inconclusive. Not all compounds are listed; count on the stated rates, not on these rows.

SMILES	Epigenetic derep	HttQ103 aggreg	Luc counter	LMNA splice mod	IMPase Li inh	NPSR antag	CBFb-RUNX1 inh
CC1CN/C(=C\C(=O)c2ccc(Cl)cc2)C(=O)N1 (stereo not drawn)	1.0%	u	-3%	-10%	-2%	3%[46.1 µM]	8%
CCCC(=O)Nc1ccccc1-c1nnn(CC(=O)Nc2ccc(OC)cc2)n1	0.0%	-3%	0%	u	23%[38.3 µM]	-9%[46.1 µM]	12%
Nc1nonc1NC(=O)CSc1nc2ccccc2s1	0.0%	17%	-2%	-7%	-13%[38.3 µM]	-8%[46.1 µM]	5%
COCCNC(=S)Nc1ccc2[nH]c(=O)[nH]c2c1	-0.9%	22%	0%	20%[46 µM]	20%	6%	u
COc1ccc(C2C=C(Nc3ccccc3)C(=O)N2c2ccccc2)cc1OC (stereo not drawn)	-3.2%	2%	5%	u	7%	-4%	-7%
CCn1c(=S)[nH]c2cc(C(=O)OC)ccc2c1=O	0.0%	9%	-5%	1%	13%[38.3 µM]	4%[46.1 µM]	2%
O=[N+]([O-])c1nn(-c2ccccc2)[n+]([O-])c1N1CCN(c2ccccc2)CC1	-3.1%	-3%	-1%	13%[46 µM]	1%	-29%	7%
CN(c1ccccc1C(=O)Nc1ccc(S(=O)(=O)N2CCOCC2)cc1)S(=O)(=O)c1ccccc1	3.8%	17%	-4%	6%	13%	-4%	1%
Cc1cc(N2CCCCC2)ccc1[N+](=O)[O-]	0.0%	5%	-3%	2%	6%	8%	12%
CC1(C)Cn2c(nnc2-c2cccc(O)c2)S1	-1.0%	-1%	-2%	17%	11%[38.3 µM]	-7%[46.1 µM]	-1%
CCc1nnc(NC(=O)CSc2ccc(-c3ccc(C)cc3)nn2)s1	-5.7%	10%[9.22 µM]	-10%	x	-6%	-6%	18%
Cc1c(C(N)=O)c(N)c(C(=O)c2ccccc2)n1-c1ccccc1	-8.8%	-5%	-6%	-14%	-7%[38.3 µM]	-3%[46.1 µM]	-6%
CCOC(=O)C(=O)N(Nc1ccccc1C)c1ccccc1C	-1.1%	21%[9.22 µM]	-1%	u	-4%	9%	13%
Cc1cc(NC(=O)c2cc(-c3ccc(C)c(C)c3)nc3ccccc23)no1	17%	-2%	-9%	-9%	2%	-12%	-3%
O=C(Nc1ccc(F)cc1)N(Cc1ccco1)Cc1cc2cc3c(cc2[nH]c1=O)OCO3	3.6%	-2%	-5%	28%	5%	-27%[46.1 µM]	10%
COC(=O)C[C@H]1c2ccccc2C2=C(C[C@@H](C)[C@H]3C(=O)NC(=O)[C@@H]23)N1C(=O)OC	x	x	-12%[7.66 µM]	-11%[9.22 µM]	3%	x	-3%[13.1 µM]
Cc1ccc(NC(=S)NCCO)c(C)c1	-0.9%	-11%	4%	-3%	-5%	7%[46.1 µM]	5%
CC1Cc2nc(SCC(=O)Nc3nccs3)n(Cc3ccccc3)c(=O)c2S1 (stereo not drawn)	0.0%	u	1%	-6%	13%	-9%[46.1 µM]	-10%
COc1ccc2[nH]c3nc(SCC(=O)NNC(=O)c4ccc(OC)c(OC)c4)nnc3c2c1	-3.2%	-8%	-3%	8%	-10%[38.3 µM]	-5%[46.1 µM]	1%
CC(=O)N1CCN(C(=S)Nc2ccc(SC(F)F)cc2)CC1	-0.4%	14%	2%	x	-3%	2%	0%
O=c1c(O)c(-c2ccccc2)oc2cccc(O)c12	5.3%	x	-1%	u	23%	x	x
O=C(N/N=C1\CCCc2ccccc21)c1ccccc1Cl	-2.1%	5%	-3%	x	-1%	-7%	-23%
CCn1nc(C)c(NC(=O)/C=C/c2ccc(OC)c(COc3ccc(Br)cc3)c2)c1C	1.2%	11%	6%	-4%	2%	u	4%
CC(Sc1ccc2c(c1)OCCO2)C(=O)Nc1ccc(N2CCOCC2)cc1 (stereo not drawn)	-1.5%	13%	-2%	x	27%	-3%	u
O=C1/C(=C\c2ccccn2)SC(=S)N1c1ccc(S(=O)(=O)Nc2nccs2)cc1	-1.0%	-27%[9.22 µM]	x	x	x	-27%	u

Random excerpt: 3 compounds from above, in no set order.
SMILES	Epigenetic derep	HttQ103 aggreg	Luc counter	LMNA splice mod	IMPase Li inh	NPSR antag	CBFb-RUNX1 inh
O=c1c(O)c(-c2ccccc2)oc2cccc(O)c12	5.3%	x	-1%	u	23%	x	x
CCc1nnc(NC(=O)CSc2ccc(-c3ccc(C)cc3)nn2)s1	-5.7%	10%[9.22 µM]	-10%	x	-6%	-6%	18%
O=[N+]([O-])c1nn(-c2ccccc2)[n+]([O-])c1N1CCN(c2ccccc2)CC1	-3.1%	-3%	-1%	13%[46 µM]	1%	-29%	7%

Next structures follow:
SMILES	Epigenetic derep	HttQ103 aggreg	Luc counter	LMNA splice mod	IMPase Li inh	NPSR antag	CBFb-RUNX1 inh
COc1ccccc1OCC(=O)N1CC2(C)CC1CC(C)(C)C2 (stereo not drawn)	-0.4%	-4%	-4%	-1%	30%[38.3 µM]	3%[46.1 µM]	3%
O=C(CN1C(=O)CSc2ccccc21)Nc1ccccc1C(=O)N1CCOCC1	-2.4%	-7%	1%	-2%	2%[38.3 µM]	2%[46.1 µM]	8%
COc1cccc(N2CCN(C(=O)CCn3c(=S)[nH]c4cc5c(cc4c3=O)OCO5)CC2)c1	-0.4%	10%	4%	8%	-1%[38.3 µM]	1%[46.1 µM]	-3%
COc1ccc2occ(C(=O)c3coc4ccc(O)c(CN(C)C)c34)c2c1	6.7%	-12%	-4%	u	9%[38.3 µM]	-13%[46.1 µM]	-21%
c1ccc2c(c1)oc1c(N3CCN(Cc4ccc5c(c4)OCO5)CC3)ncnc12	-1.0%	u	-1%	u	44%[38.3 µM]	-15%[46.1 µM]	-3%
N#Cc1ccc(C(=O)Nc2ccc(N3CCN(C(=O)c4ccco4)CC3)cc2)c(F)c1	u	-14%	-4%	-2%	5%[38.3 µM]	-16%[46.1 µM]	-7%
C=CCSc1ncc(C(=O)OCC)c(N)n1	-1.1%	6%[9.22 µM]	1%	-7%[46 µM]	-3%	-3%	8%
COc1ccc(-c2cc(CS(=O)(=O)c3ccccc3)on2)cc1	-0.5%	3%	1%	u	10%	-3%	-4%
CCCN1CC=C2C(C#N)=C(N)C(C#N)(C#N)C(c3cc(OC)ccc3OC)C2C1 (stereo not drawn)	-1.5%	u	-6%	-25%	15%[38.3 µM]	u	-11%
CC(NC(=O)CCC(=O)NC(C)C1COc2ccccc2O1)C1COc2ccccc2O1 (stereo not drawn)	-1.1%	25%	4%	u	10%[38.3 µM]	u	6%
Cc1ccc2nsnc2c1S(=O)(=O)N1CCN(CCc2ccccc2)CC1	0.0%	-24%	4%	-24%	9%[38.3 µM]	-11%[46.1 µM]	-5%
Cc1ccc(C(=O)Oc2ccc3c(c2)ncn3C)cc1	2.1%	5%	-9%	6%	11%[38.3 µM]	2%[46.1 µM]	4%
CCCSc1nnc2[nH]c(=O)cc(N)n12	-1.0%	5%	2%	-15%	14%	9%	1%
CCN(CC)C(=S)SCC(=O)NC12CC3CC(CC(C3)C1)C2	-3.0%	u	-1%	u	0%	-15%	-12%
C=CCNC(=S)Nc1cccc(N)c1	-1.9%	6%	0%	0%[46 µM]	-7%	9%	-8%
O=C(Nc1ccccc1)c1ccc(NCC2CCCO2)c([N+](=O)[O-])c1 (stereo not drawn)	1.1%	10%	-1%	-7%	7%	-9%[46.1 µM]	1%
COc1ccc(Oc2ccccc2/C=N/O)cc1	0.0%	u	-4%	u	12%[38.3 µM]	-1%[46.1 µM]	2%
CS(=O)(=O)N1CCN(C(=O)Cc2cccs2)CC1	0.3%	u	5%	-2%	-3%	2%[46.1 µM]	1%
COc1ccc(CC(=O)Nc2cc(Cl)ccc2O)cc1	0.0%	-6%	-3%	6%	24%[38.3 µM]	-4%[46.1 µM]	10%
Cc1ccc(/C=N/NC(=O)CNC(=O)c2ccc(S(=O)(=O)N3CCCC3)cc2)o1	-1.5%	14%	2%	x	19%	1%	1%
Cc1cc(C)cc(OCC(=O)O/N=C(\N)c2cccnc2)c1	1.1%	20%[9.22 µM]	x	x	x	0%	11%
COc1cc(/C=C/CO)cc(OC)c1O[C@@H]1O[C@H](CO)[C@@H](O)[C@H](O)[C@H]1O	-3.0%	4%	1%	0%	4%	7%	-5%[2.36 µM]
CC(=O)c1c(C)[nH]c(C(=O)OCc2ccc(F)cc2Cl)c1C	3.9%	u	0%	4%[46 µM]	9%	-4%	4%
CCc1ccc(NC(=O)CSCc2ccc(C(=O)O)cc2)cc1	1.0%	7%[9.22 µM]	1%	x	-2%	13%	3%
CC(C)C(NS(=O)(=O)c1cccc2nsnc12)C(=O)NCc1ccco1 (stereo not drawn)	2.0%	14%[9.22 µM]	x	x	x	7%	9%

Going on with the list:
SMILES	Epigenetic derep	HttQ103 aggreg	Luc counter	LMNA splice mod	IMPase Li inh	NPSR antag	CBFb-RUNX1 inh
O=C(O)c1ccc2c(c1)C(=O)N(C(Cc1ccccc1)C(=O)O)C2=O (stereo not drawn)	-1.0%	30%	5%	2%	-4%[38.3 µM]	2%[46.1 µM]	5%
O=C(N/N=C/c1cccnc1)C1CCCCC1	-1.3%	12%	x	x	4%	u	1%
CCOc1ccc(NC2c3ccccc3C(=O)N2Cc2ccco2)cc1 (stereo not drawn)	-1.0%	15%	3%	u	14%	6%	-5%
CCN(CC)S(=O)(=O)c1ccc(-c2nnc(SCC(=O)N3CCOCC3)o2)cc1	1.9%	10%[9.22 µM]	-4%	u	6%[38.3 µM]	-7%[46.1 µM]	3%
CCN1CCN(Cc2ccc(NC(=O)Nc3ccccc3)cc2)CC1	-1.0%	1%	4%	-13%	1%	4%	-7%
O=[N+]([O-])c1ccc(Cl)c(/C=N/n2c(-c3ccncc3)n[nH]c2=S)c1	-3.1%	44%[9.22 µM]	x	x	x	-10%	0%
C#CCOCCOCCOCCNc1nc(N2CCN(C(=O)[C@H]([C@@H](C)CC)n3cc(CCCCN)nn3)CC2)nc(N2CCN(C(=O)[C@H](C)n3cc(CCC(=O)O)nn3)CC2)n1	-4.4%	3%	-1%	-7%	2%	15%	1%[2.36 µM]
O=C(O)c1ccc(/C=C2\SC(=S)N(Nc3ccccc3)C2=O)cc1	-2.4%	-7%[9.22 µM]	x	x	x	-2%	-7%
